VHR inh abs – DUSP3 (human) phosphatase inhibition; P51452; recombinant VHR phosphatase, pNPP absorbance; inhibition, % at 13.3 µM; actives 0.52% (n = 290,000); AID 1654; in the data active = inhibition above about 50%; also: some compounds called inactive have numbers as strong as hits
Target sequence (P51452 whole entry, looked up): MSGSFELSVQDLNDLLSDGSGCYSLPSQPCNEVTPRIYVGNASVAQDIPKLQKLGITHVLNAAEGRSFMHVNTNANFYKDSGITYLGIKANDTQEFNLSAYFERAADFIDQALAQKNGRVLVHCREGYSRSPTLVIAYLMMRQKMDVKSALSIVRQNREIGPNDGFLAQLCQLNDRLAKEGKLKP
PriA SSB inh – K. pneumoniae PriA-SSBct interaction inhibition; AlphaScreen SSBct-PriA binding, biotinylated peptide; inhibition, % at 33 µM; actives 0.6% (n = 430,000); AID 1272365; in the data active = inhibition mostly above about 37%, no sharp cut-off; inactive = mostly below about 20%;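 also: plate controls were negative control peptide for no effect and reference peptide for full effect; strong numbers were not always called active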
BoNT A protease – inhibitors of Botulinum neurotoxin A light chain protease; inhibition, % at 10 µM; actives 0.17% (n = 360,000); multiplex microsphere protease substrate cleavage, flow cytometry; also: plate controls were buffer without enzyme for full effect and enzyme alone for no effect
SARS 3CLpro inh – SARS-CoV 3CLpro protease inhibition. P0C6X7. recombinant SARS-CoV 3CLpro, quenched FRET peptide cleavage. inhibition, % at 6 µM. actives 0.14% (n = 290,000). AID 1706; in the data active = inhibition above about 12%
BH1578 lux ind – inducers of Vibrio cholerae quorum light production without autoinducers; V. cholerae BH1578 lux reporter, luminescence, 6 h; actives 0.16% (n = 350,000); activation, % at 18.7 µM; in the data active = activation mostly above about 9.7%, no sharp cut-off; inconclusive = no clear call, values can overlap the other calls; inactive = mostly below about 3.7%; also: not every result past the cut was called active; inactives centre near 0; reference of the scale not given here
PfHsp40 rescue – rescue of PfHsp40-mediated yeast toxicity. S. cerevisiae expressing PfHsp40, growth rescue, ATP luminescence. growth rescue, % at 12.5 µM. actives 0.68% (n = 340,000). AID 504582; in the data active = growth rescue above about 28%, passing the limit was not always enough; inconclusive = no clear call, values can overlap the other calls;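 also: yeast W303a lacking pdr1 and pdr3 grown in galactose medium; growth measured after three days at 30 °C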
TcdB inh – TcdB glycohydrolase inhibition | actives 0.24% (n = 350,000) | inhibition, % at 9.99 µM | TcdB glycohydrolase enzymatic assay, plate reader | P18177; in the data active = inhibition above about 10%
CCHFV vOTU inh – blocks the CCHF virus ovarian tumor domain protease; CCHFV vOTU protease, Pep-AMC fluorescence; inhibition, % at 11.5 µM; actives 0.55% (n = 370,000); in the data active = inhibition above about 30%; also: 0% = vehicle wells with enzyme and 100% = no enzyme wells
Yp Topo-I inh – inhibitors of Yersinia pestis topoisomerase I; AID 504884; actives 0.064% (n = 360,000); activity, % at 10 µM; Y. pestis Topo-I cleavage product accumulation, plate reader; in the data active = activity above about 50%, passing the limit was not always enough; inconclusive = no clear call, values can overlap the other calls; also: inactives centre near 2
Anthrax LF prot – inhibitors of Bacillus anthracis lethal factor protease; P15917; multiplex microsphere protease cleavage assay, LF; inhibition, % at 10 µM; actives 0.12% (n = 360,000); AID 588501; also: plate controls were buffer without enzyme for full effect and enzyme alone for no effect
Target sequence (P15917 whole entry, looked up): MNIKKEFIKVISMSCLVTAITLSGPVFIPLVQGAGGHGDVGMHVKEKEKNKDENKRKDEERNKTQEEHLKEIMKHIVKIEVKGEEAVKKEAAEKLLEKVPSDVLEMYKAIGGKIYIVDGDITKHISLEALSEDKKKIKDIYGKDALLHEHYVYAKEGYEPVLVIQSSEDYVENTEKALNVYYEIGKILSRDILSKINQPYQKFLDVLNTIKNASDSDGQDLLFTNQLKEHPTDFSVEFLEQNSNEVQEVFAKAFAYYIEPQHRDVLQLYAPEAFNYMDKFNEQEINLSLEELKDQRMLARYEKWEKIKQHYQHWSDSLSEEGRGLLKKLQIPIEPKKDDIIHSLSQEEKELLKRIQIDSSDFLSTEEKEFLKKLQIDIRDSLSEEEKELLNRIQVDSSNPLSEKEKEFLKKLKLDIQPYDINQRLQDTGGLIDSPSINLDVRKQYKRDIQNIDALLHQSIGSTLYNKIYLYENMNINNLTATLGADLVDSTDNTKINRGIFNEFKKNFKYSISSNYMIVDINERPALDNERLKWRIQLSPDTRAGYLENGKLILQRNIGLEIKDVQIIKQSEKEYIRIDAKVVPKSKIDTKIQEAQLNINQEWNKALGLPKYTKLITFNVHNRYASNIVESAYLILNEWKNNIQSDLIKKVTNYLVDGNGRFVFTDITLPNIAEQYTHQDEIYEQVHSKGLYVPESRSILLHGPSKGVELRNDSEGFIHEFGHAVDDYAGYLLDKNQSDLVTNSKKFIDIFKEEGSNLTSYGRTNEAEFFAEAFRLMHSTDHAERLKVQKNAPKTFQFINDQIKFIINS
* marks the source's active call; other numbers are inactive results; i = inactive; ? = inconclusive; · = not tested or not shown; & = joins results of further samples. Rule as the data show it, unless noted: active = inhibition above about 30%; inconclusive = no clear call, values can overlap the other calls; inactive = below that. These rows are one share of the data. The share of hits here may be higher or lower than overall.

SMILES	VHR inh abs	PriA SSB inh	BoNT A protease	SARS 3CLpro inh	BH1578 lux ind	PfHsp40 rescue	TcdB inh	CCHFV vOTU inh	Yp Topo-I inh	Anthrax LF prot
CCc1noc(C)c1C(=O)Nc1nc(-c2ccc(F)cc2)c(C)s1	15	-14	0.8	6	i	-2.5	1.4	11	1	-2
O=C(NCC(=O)N1CCCCCC1)c1ccc(OC(F)F)cc1	7	12	-1.5	-2	-3.1	-0.9	-0.8	2	12	0
Cc1cc2c(cc1C)/C(=N/NC(=O)c1ccccn1)CCC2	4	·	0.0	4	-1.3	·	1.2	-10	13	-3
COC(=O)C1=C(C)NC(C)=C(C(=O)OC)C1c1ccco1	-3	-2	-0.8	4	-0.3	-0.1	1.1	-8	-5	-8
CCOCCNC(=O)c1ccc2c3c(cccc13)CC2	22	-10	-0.6	-2	i	-1.7	0.7	-13	1	-3
COC(=O)C1(C#N)C(c2ccccc2)C1(C(=O)OC)C(=O)OC (stereo unspecified)	2	-20	-0.3	0	3.3	-2.2	·	-13	0	1
Cc1cc(NCC(C)C)n2ncnc2n1	-7	11	0.0	-4	i	-0.6	·	-20	4	0
c1ccc2c(c1)oc1c(Nc3ccc4c(c3)OCCO4)ncnc12	26	-19	1.9	7	-0.2	-0.6	0.7	-7	-1	-4
Cc1cc(C)c(C#N)c(Sc2nc(C)c([N+](=O)[O-])c(C)c2C#N)n1	·	·	-0.6	·	·	·	1.4	8	·	-8
O=S(=O)(c1ccccc1)N1CCN(C(=S)NCc2ccccc2)CC1	-7	-6	0.2	0	i	1.5	0.8	7	4	-8
O=C(C1CN(S(=O)(=O)c2ccccc2)CCN1S(=O)(=O)c1ccccc1)N1CCCCCC1 (stereo unspecified)	21	-1	-0.9	2	-12	0.3	·	1	28	0
C=CC[C@H]1CC(Cc2ccccc2)=C[C@H](CC=C)N1	-2	-8	4.6	-1	i	0.6	-0.5	-14	-8	2
CC(=O)Nc1cccc(/C(C)=N\NC(=O)c2ccc(Cn3nc([N+](=O)[O-])c(Cl)c3C)o2)c1	6	·	0.5	-1	-0.1	0.9	-4.6	24	8	2
CCc1nnc(NC(=O)CCN2C(=O)C3CCCCC3C2=O)s1 (stereo unspecified)	9	-7	2.3	2	-6.7	1.5	1.2	-3	3	0
COc1ccc(NC(=O)c2ccc(-n3nc(C)c[n+]3[O-])cc2)cc1	1	-8	0.0	2	-3.3	1.3	·	-1	10	-2
COc1ccccc1C(=O)n1nc(-c2ccccc2)nc1N	-5	-5	-0.6	1	0.7	-1.0	·	12	-3	-1
CCC1CCC2(CC1)NC(=O)N(CC(=O)NCc1ccccc1Cl)C2=O (stereo unspecified)	·	-1	0.2	·	-1.0	-0.1	1.1	-21	-11	-3
OC(COCc1cccs1)CN1CCN(c2ccccc2Cl)CC1 (stereo unspecified)	26	3	-0.3	-1	0.7	-1.6	·	5	2	0
Cc1c(C)c2ccc(OCC(=O)N3C[C@H]4C[C@@H](C3)c3cccc(=O)n3C4)cc2oc1=O	9	·	-0.1	-4	-0.4	-0.9	0.8	-6	-2	6
CC(C)(C=O)C1=CC(=O)c2ccccc2C1=O	47	17	-0.4	-3	-0.1	11	-2.6	79*	-1	-1
COc1ccc(Cn2cnc3c(NS(C)(=O)=O)c(C)c(C)cc32)cc1	13	-6	1.3	-2	i	-0.5	·	3	-2	-6
CCC1Oc2nc(SC)nnc2-c2ccccc2N1C(=O)c1ccccc1 (stereo unspecified)	37	-7	0.7	0	·	2.5	·	5	12	-3
C[C@H]1CN([C@@H](C)CO)S(=O)(=O)c2ccc(C#CC3CC3)cc2O[C@@H]1CN(C)S(C)(=O)=O	·	·	0.3	·	-0.4	·	1.7&-1.2&-0.3	-5	14	0
COc1ccc(CCNC(=S)NCc2ccc(Cl)c(Cl)c2)cc1OC	13	-15	0.0	5	-0.2	2.5	0.7	9	4	-2
CCC(Oc1ccccc1)C(=O)Nc1ccsc1C(=O)OC (stereo unspecified)	-10	-15	0.3	5	-0.3	-0.3	·	-7	41	1
O=C(c1ccco1)N1CCN(C(=O)C2CCCc3c2[nH]c2ccc(Cl)cc32)CC1 (stereo unspecified)	28	-12	-0.2	4	0.4	1.6	·	11	28	-5
COc1ccc(Oc2ncnc3sccc23)cc1	37	-1	-0.6	-1	-0.2	-1.4	1.5	6	-1	2
O=C(N/C(=C\c1ccc(O)cc1)C(=O)N1CCCCC1)c1ccccc1	26	0	-0.1	6	-4.3	-0.2	14*	-13	3	21
Cc1oc2ccc(OCc3ccc(Cl)cc3)cc2c1C(=O)O	-18	-8	-0.3	4	i	-0.8	6.7	5	0	-2
O=C(COC(=O)c1ccc(Cl)c(Cl)c1)Nc1cccnc1Cl	-4	-9	0.8	4	-0.1	-0.6	·	2	-9	-1
CCc1nc2c(OCC(=O)c3ccc(Cl)cc3Cl)cccn2c1N(C)C(=O)c1cccs1	·	·	0.0	·	-1.1	·	0.8	5	28	0
Cc1nc2cc(C(=O)OCC(=O)NC(C)C(C)C)ccc2n1-c1ccccc1 (stereo unspecified)	1	-6	1.0	-5	-0.2	?	·	11	11	2
CN(C)c1ccc(/C=C(\C#N)c2ccccc2)cc1	27	-9	-3.4	-1	i	2.3	·	·	-1	-8
CC#CCCCC(=O)Nc1cccc(C(=O)O)c1	5	-11	5.8	2	2.2	1.0	·	2	5	-4
Cc1ccc(Nc2nc(N)nc(CSC(=S)N3CCOCC3)n2)cc1	3	-3	2.3	6	-0.2	-0.8	·	2	-1	14
COC(=O)C1(C(=O)OC)NOC2C(=O)N(c3ccccc3)C(=O)C21 (stereo unspecified)	5	1	?	0	i	1.1	·	2	8	1
COc1ccccc1CC(NC(C)=O)C(=O)N1CCN(C(=O)Nc2ccccc2Cl)CC1 (stereo unspecified)	14	0	-1.3	4	-4.2	-1.5	0.3	3	6	-2
CC(C)Oc1cccc(-c2cc(C(=O)NN3CCOCC3)c3ccccc3n2)c1	26	0	0.0	2	-0.6	1.2	-0.6	0	3	-4
O=C(c1cn(-c2ccccc2)nc1-c1ccc(Cl)cc1)N1CCOCC1	-5	9&-5	-0.1	2	-0.2	1.5	1.7	2	8	0
CC(=O)Oc1ccc(NC(=O)CCC2CCCCC2)c(C(=O)O)c1	18	-9	1.1	-4	-0.3	-0.2	·	27	4	3
CCN(CC(=O)Nc1ccc(NC(C)=O)cc1)C(=O)Cc1cccc2ccccc12	24	-7	0.7	2	i	-2.0	-0.8	-4	5	2
COc1ccccc1N1CCN(/N=C\c2cccnc2)CC1	2	·	3.4	-2	i	-0.7	-0.5	5	1	23
COc1ccc(Cc2nc(-c3ccccn3)no2)cc1	3	2	-0.5	0	-1.4	-1.4	·	-5	-2	-2
COc1ccc(S(=O)(=O)N2CC(C(=O)O)Oc3ccccc32)cc1 (stereo unspecified)	24	1	1.3	1	i	-1.7	3.0	17	17	5
CCOC(=O)c1ccc(NC(=O)c2nn(C)cc2Br)cc1	15	-4	-0.2	-4	1.3	0.7	·	5	4	-1
CC1(C)C2([N+](=O)[O-])CN3CC1([N+](=O)[O-])CN(C2)C3c1ccc(O)c(O)c1 (stereo unspecified)	16	-1	-3.5	2	-0.6	-0.1	-0.1	-12	1	-7
COc1cccc(NC(=O)CN(C)C(=O)c2cccc(S(=O)(=O)N3c4ccccc4CC3C)c2)c1 (stereo unspecified)	·	2	-0.5	·	i	0.8	0.7	9	20	2
CCN(CC)S(=O)(=O)c1cccc(C(=O)NC(C(=O)NNC(=O)c2ccccc2F)C(C)C)c1 (stereo unspecified)	·	-16	-0.7	·	i	-0.6	1.6	4	-3	-11
CN(CCCC(=O)NCCc1ccccc1)S(=O)(=O)c1ccc([N+](=O)[O-])cc1	29	-13	-4.6	-8	1.0	1.9	1.0	6	2	-9
CCOC(=O)c1cc(CC)sc1NC(=O)CCC(=O)O	13	-12	-1.0	-15	i	-0.1	·	6	3	1
O=S(=O)(Nc1ccc2c(c1)OCO2)c1ccccc1	15	-1	?	0	1.4	0.0	·	1	0	-2
CC12CCC(=O)N1C(C(=O)Nc1cc(S(=O)(=O)N3CCCCCC3)ccc1OCC(F)(F)F)CS2 (stereo unspecified)	29	4	-0.6	7	-7.7	-0.4	1.3	18	7	1
O=S(=O)(NCc1csc(-c2cccnc2)n1)c1ccc(Cl)s1	32	-13	1.9	4	i	-1.2	0.5	1	4	3
C=CCNC(=O)C1CCN(S(C)(=O)=O)CC1	7	-12	0.5	0	-0.2	-2.0	·	7	3	0
Cc1cccc(NC(=O)c2ccc(S(=O)(=O)N(C)C)cc2)n1	23	-15	0.3	2	-2.2	-0.7	·	2	5	1
Cc1cc(NC(=O)c2ccc(OCC3CCCO3)cc2)ccc1Br (stereo unspecified)	·	·	-0.3	·	i	·	0.8	-16	25	-3
Cc1cc(=O)cc(C)n1-c1ccccc1N1CCOCC1	6	-13	-1.4	1	-0.2	0.7	·	-10	13	-4
C[C@H](CO)N1C[C@H](C)[C@@H](CN(C)Cc2cccnc2)OCc2cnnn2CCCC1=O	·	·	0.2	·	i	·	0.0&0.5	3	6	-5
OC(COc1ccc(F)cc1Cl)CN1CCc2ccccc2C1 (stereo unspecified)	1	2	2.3	-3	-4.8	0.1	-0.8	12	-1	0
Cn1cc(/C=C(\NC(=O)c2ccccc2)C(=O)NCCCn2ccnc2)c2ccccc21	·	·	-0.2	·	-4.5	·	1.6	7	-3	-5
The results go on:
SMILES	VHR inh abs	PriA SSB inh	BoNT A protease	SARS 3CLpro inh	BH1578 lux ind	PfHsp40 rescue	TcdB inh	CCHFV vOTU inh	Yp Topo-I inh	Anthrax LF prot
Cc1ccc(C(=O)O/N=C2\CC3CCC2(C)C3(C)C)cc1 (stereo unspecified)	3	·	?	-6	i	-0.7	·	13	12	-3
O=C(Cc1ccccc1[N+](=O)[O-])N1CCc2ccccc2C1	18	-1	2.0	4	-0.2	-0.6	0.6	-1	6	2
COc1cccc(N2CCN(C3CC(=O)N(c4cccc(Cl)c4)C3=O)CC2)c1 (stereo unspecified)	7	0	-0.9	0	-0.2	-0.9	·	6	5	-1
N/C(=N\OC(=O)c1ccc(Cl)cc1Cl)c1ccncc1	-6	·	0.5	2	-0.4	-1.0	-0.6	-1	2	-5
Cc1ccc(Nc2nc(N)nc(CCl)n2)c(C)c1	13	5	-3.2	-3	-0.4	-1.5	1.9	6	-7	-2

Bioassay records from PubChem BioAssay.
